AmpC det inh: inhibitors of E. coli AmpC beta-lactamase with detergent; P00811; purified AmpC, nitrocefin hydrolysis with detergent; Potency, µM (top dose mostly 28.7 µM), for inactives: top-dose activity change, negative = inhibition; 71,000 compounds, 0.09% hits; active = well fitted curve in the direction sought with a large enough effect
Target sequence (P00811 whole entry, looked up): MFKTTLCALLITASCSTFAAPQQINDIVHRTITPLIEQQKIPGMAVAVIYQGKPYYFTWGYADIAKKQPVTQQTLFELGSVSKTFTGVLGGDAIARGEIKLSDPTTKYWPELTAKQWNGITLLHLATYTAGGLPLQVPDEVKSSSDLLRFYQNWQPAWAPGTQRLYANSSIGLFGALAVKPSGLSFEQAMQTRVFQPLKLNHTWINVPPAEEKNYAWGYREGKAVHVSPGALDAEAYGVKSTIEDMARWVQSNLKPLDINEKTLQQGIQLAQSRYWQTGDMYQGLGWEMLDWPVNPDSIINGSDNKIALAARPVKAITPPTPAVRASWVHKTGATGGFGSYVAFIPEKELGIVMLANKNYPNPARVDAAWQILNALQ
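E. coli AmpC (5.3 nM) in 20 mM phosphate pH 7.0 with 0.01% Triton X-100, preincubated 15 min RT with compound; nitrocefin (2 uL of 800 uM stock) hydrolysis followed by 480 nm absorbance every 20 s over 4 min.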
The depositor's hits bear a star; & = joins results of further samples; [ ] = another dose, or the depositor's remark. % is scaled to controls: 0 for no effect and ±100 for the full control effect; potency is read from the fitted curve at half-maximal effect. Not all compounds are listed, so the mix of outcomes need not match the whole.

SMILES | AmpC det inh
CCOCCCNC(=O)C1CCC(CNS(=O)(=O)c2cccc3nsnc23)CC1 (stereo unspecified) | -5%
CC1CCN(S(=O)(=O)c2ccc(F)c(C(=O)O)c2)CC1 | -1%
Cc1csc(NC(=O)CSc2nc(C(C)C)nc3c2c(=O)n(C)c(=O)n3C)n1 | 11%
Cc1c(Br)c(C(F)(F)F)nn1CC(=O)NCC1CCCO1 (stereo unspecified) | 6%
CCN1CCN(C(c2cccs2)C(C)NC(=O)c2ccccc2OC)CC1 (stereo unspecified) | 13%
CCC(O)c1cc2c(cc1NC(=O)c1cccs1)OCCO2 (stereo unspecified) | -3%
COc1ccc(OC)c(NC=C2C(=O)OC3(CCCCC3)OC2=O)c1 | -1%
COc1ccccc1N1CCN(C(=O)c2cc(-c3ccc(Cl)cc3)on2)CC1 | 14%
COc1ccc(NC(=O)c2cc3c(=O)n(C)c4ccccc4c3n2C)cc1OC | 8%
Cc1ccc(S(=O)(=O)NCc2cccc([N+](=O)[O-])c2)cc1 | -5%[5.75 µM]
CC/C(O)=C(/C#N)c1nnc2n1CCCCC2 | -3%
CCn1ccnc1C[C@@H]1COc2ccccc2O1 | 0%&-2%
COC(=O)c1c(C)ccc2c(O)c3c(cc12)C(=O)c1c2c(cc(O)c1C3=O)[C@@]1(C)O[C@@](C)(O2)[C@@H](O)[C@H](N(C)C)[C@H]1O | 5%[5.75 µM]
COc1cc(C2C3=C(CC(C)(C)CC3=O)N(C)C(=O)N2C)cc(OC)c1OC (stereo unspecified) | -3%
Clc1ccc2nc(N3CCN(c4ccccc4)CC3)sc2c1 | -1%

Some of the entries so far, in markdown:
| Structure | AmpC det inh |
| --- | --- |
| CCn1ccnc1C[C@@H]1COc2ccccc2O1 | 0%&-2% |
| COC(=O)c1c(C)ccc2c(O)c3c(cc12)C(=O)c1c2c(cc(O)c1C3=O)[C@@]1(C)O[C@@](C)(O2)[C@@H](O)[C@H](N(C)C)[C@H]1O | 5%[5.75 µM] |
| COc1cc(C2C3=C(CC(C)(C)CC3=O)N(C)C(=O)N2C)cc(OC)c1OC (stereo unspecified) | -3% |
| Clc1ccc2nc(N3CCN(c4ccccc4)CC3)sc2c1 | -1% |

Next entries
SMILES | AmpC det inh
COc1ccccc1C1/C(=C(/O)c2ccccc2)C(=O)C(=O)N1CCO (stereo unspecified) | 0%
CCN(CC)CCNC(=O)c1ccc2c(=O)n(CCc3ccccc3)c(=O)[nH]c2c1 | -4%
CN1CCN(C(=O)c2ccccc2N(Cc2ccccc2)S(C)(=O)=O)CC1 | -2%
C=CCOc1c(Br)cc(CNn2nnnc2N)cc1OCC | -9%
COc1ccc(C2CCCN2C(=O)Nc2cccc(C(C)=O)c2)cc1OC (stereo unspecified) | -1%
COc1cc(C(=O)Nc2cc(C)c(OCC(=O)N3CCOCC3)c(C)c2)cc(OC)c1OC | 5%
O=C(Cc1ccc(Cl)cc1)NCC(=O)N1CCCC1 | -5%
O=C(NCC(=O)N(CCN1CCOCC1)C(C(=O)NC1CCCC1)c1cccnc1)c1cccs1 (stereo unspecified) | -2%
Cc1c(C(=O)N2CCN(c3ccccn3)CC2)sc2ncnc(N3CCN(c4ccccc4)CC3)c12 | 2%
Cn1c(SCC(=O)Nc2nccs2)nnc1C12CC3CC(CC(C3)C1)C2 | -4%
COc1ccc(NS(=O)(=O)c2cc(C)ccc2OC)cc1OC | -5%
O=C(O)c1cc(=O)c2c(OCC(O)COc3cccc4oc(C(=O)O)cc(=O)c34)cccc2o1 | -1%[12.8 µM]
Cc1ccc(CS(=O)(=O)CCC(=O)NCCCOC(C)C)cc1 | -1%
C=CCn1c(Cc2csc(N)n2)nnc1SCc1ccc(C(=O)OC)cc1 | -4%
Cc1ccc2cc(CN(CCN3CCOCC3)C(=O)NCc3ccccc3)c(=O)[nH]c2c1C | 16%

The last two entries of the part before open the next one.
SMILES | AmpC det inh
C=CCn1c(Cc2csc(N)n2)nnc1SCc1ccc(C(=O)OC)cc1 | -4%
Cc1ccc2cc(CN(CCN3CCOCC3)C(=O)NCc3ccccc3)c(=O)[nH]c2c1C | 16%
Fc1ccc(NC2=NCCS2)cc1Cl | -1%
COC(=O)CC(=O)CSc1nc2c(cc1C#N)CCC2 | -1%
O=S1(=O)CC(N2CCCCC2)C(N2CCCCC2)C1 (stereo unspecified) | 1%
COc1ccc(-c2csc3nc(C)n(-n4cccc4)c(=O)c23)cc1 | -3%
O=C(NCCc1ccc(Cl)cc1)c1ncn[nH]1 | -1%
NS(=O)(=O)c1ccc(NC(=O)CSC2CCCCC2)cc1 | -3%
CCCCCOC(=O)C1[C@H]2C(=O)N(Cc3cccs3)C[C@]23C=C[C@H]1O3 (stereo partly specified) | -1%
C=CCN1C(=O)NC2(CCCCC2)C1=O | 6%
CCOC(=O)CCC(NC(=O)c1ccc(NCN2C(=O)c3ccccc3C2=O)cc1)C(=O)OCC (stereo unspecified) | 5%
Cc1oc(C(=O)O)cc1COc1ccccc1Cl | -9%
O=C(NC1CCCC1)C1CCCN1C(=O)Nc1ccc(Cl)cc1 (stereo unspecified) | -2%
CC(=O)N(C(C)=O)c1c(C#N)c(C)n(-c2ccccc2)c1C(=O)c1ccccc1 | -3%
C[N+]1(C)CCO[C@](O)(c2ccccc2)C1 | -2%[5.75 µM]
Cc1nnc(SCC(=O)c2cc(C)n(-c3ccc4c(c3)OCO4)c2C)s1 | 1%
Cc1c(C(=O)NCCCN2CCOCC2)sc2nc(-c3ccccc3)cn12 | 4%
O=C(COCc1nc2ccccc2c(=O)[nH]1)NC1CCCC1 | 3%
Cn1c(=O)c2c(nc(Br)n2CCCc2ccccc2)n(C)c1=O | 13%
CS(=O)(=O)N1CCC(C(=O)Nc2ccc(OCc3ccccc3)cc2)CC1 | -5%
O=C(O)C1C2C=CC(C2)C1C(=O)NCc1ccoc1 (stereo unspecified) | 0%
COC(=O)CC1(CC(=O)OC)C(=O)NC(=O)NC1=O | 4%
Cc1ccc(-n2c(Cc3cccn3C)nnc2SCC(=O)NC2CCCCC2)cc1 | -2%
CC(=O)Cc1nsc(NC(=O)C2Cc3ccccc3C(=O)O2)n1 (stereo unspecified) | 9%
Cc1n[nH]c(C)c1CCN | -2%
O=c1c(-c2ccc(O)cc2)coc2cc(O)ccc12 | 16%&-2%&0%
COc1ccc(Cn2nnc3c(=O)[nH]c(C(=O)NCCc4ccc(F)cc4)nc32)cc1OC | 15%
COc1cc(NC(=O)c2ccc(Br)o2)ccc1NC(=O)C(C)C | -6%
C=CCNC(=O)C1CC=CCC1C(=O)O (stereo unspecified) | 11%
O=C(C1CC(=O)N(C2CCCC2)C1)N1CCC(Cc2ccccc2)CC1 (stereo unspecified) | 0%
O=C(Nc1ccc(OC(=O)c2ccncc2)cc1)c1ccncc1 | 15%
CCOC(=O)c1cc2c(=O)n3ccccc3nc2n(CCCOC)c1=NC(=O)c1cccnc1 | -4%
CCn1c(C(C)NC(C)=O)nc2ccccc21 (stereo unspecified) | 11%
O=C(CSc1nnc(CNC(=O)c2cccs2)o1)NC1CCCCC1 | -5%
Cc1ccc(OCC(=O)Nc2ccc(-c3nnc(-c4ccco4)o3)cc2)cc1 | 12%
Fc1ccc(-c2nnc3ccc(N4CCc5ccccc5C4)nn23)cc1 | 9%
CCOCCc1nnc(NC(=O)Cc2ccccc2)s1 | -1%
O=C(Nc1ccccc1N1CCOCC1)c1ccc2ccccc2n1 | 10%
O=C(c1ccco1)N1CCN(S(=O)(=O)c2cccs2)CC1 | -1%
O=C(NCc1ccco1)C(c1ccc(F)cc1)N(Cc1cccnc1)C(=O)Cn1nnc2ccccc21 (stereo unspecified) | -1%
CCOC(=O)c1c(C)[nH]c2ccc(O)cc12 | -3%
CCN(CC)c1ccc(NC(=O)c2ccc(NC(=O)C3CCCO3)cc2)c(C)c1 (stereo unspecified) | -3%
CCOC(=O)c1ccc(CNC(=O)C(Cc2c[nH]c3ccccc23)NC(C)=O)o1 (stereo unspecified) | -1%
O=C(Cn1cnc2c(nnn2Cc2ccc(F)cc2)c1=O)N1CCCc2ccccc21 | 10%
O=C(O)c1ccc(Cl)c(S(=O)(=O)N2CCCCCC2)c1 | -3%
CCCCC(CC)COC(=O)COc1ccc(Cl)cc1Cl (stereo unspecified) | 14%
Cc1ccc2nc3c(cc(C#N)c(=N)n3CC3CCCO3)c(=O)n2c1 (stereo unspecified) | 0%
Cn1c(SCC(=O)c2ccc(F)cc2)nnc1-c1cnccn1 | 0%
CN1CCN(CCNC(=O)c2cc3c(=O)n(C)c4ccccc4c3n2C)CC1 | 12%
Cc1cccc(C)c1NC(=O)Cn1cnc2c(=O)n(C)c(=O)n(C)c21 | -2%
COc1ccc(S(=O)(=O)N2C3CCC2CC(NC(=O)C2CC2)C3)cc1 (stereo unspecified) | -2%
Cc1ccc(C(=O)CSc2nnc(CNc3nc(-c4ccccc4)cs3)n2C)cc1 | -7%
O=C(Nc1ccc2c(c1)OCCO2)C1CCN(S(=O)(=O)c2cccs2)CC1 | 10%
COc1ccc(CNC(=O)C(C)OC(=O)c2cccn2C)cc1 (stereo unspecified) | 0%
COc1ccc(NC(=O)CSc2nc3c(c(=O)n2-c2ccc(C)cc2)SCC3)c(OC)c1 | -5%
CC(=O)OC(C#CCN1CCOCC1)c1ccccc1 (stereo unspecified) | -3%
O=C(O)[C@@H](O)[C@@H](O)[C@H](O)[C@H](O)CO | -3%[5.75 µM]
NS(=O)(=O)c1ccc(NC(=O)CSc2nnc(-c3cnccn3)n2-c2ccccc2)cc1 | -1%
CCCN(C(=O)c1ccccc1N)c1c(C)n(C)n(-c2ccccc2)c1=O | -2%
CC(C(=O)N=c1sc2ccccc2n1C)N1C(=O)C2CC=CCC2C1=O (stereo unspecified) | -4%
CCCn1c(=N)n(CC(O)COc2cccc(C)c2)c2ccccc21 (stereo unspecified) | -4%
Cc1ccc(-c2noc(CN(C(=O)c3cccc(Br)c3)C(C)C)n2)cc1 | 5%

Among those listed so far, 7 contain a furan ring, fused or not:
SMILES | AmpC det inh
Cc1oc(C(=O)O)cc1COc1ccccc1Cl | -9%
O=C(O)C1C2C=CC(C2)C1C(=O)NCc1ccoc1 (stereo unspecified) | 0%
COc1cc(NC(=O)c2ccc(Br)o2)ccc1NC(=O)C(C)C | -6%
Cc1ccc(OCC(=O)Nc2ccc(-c3nnc(-c4ccco4)o3)cc2)cc1 | 12%
O=C(c1ccco1)N1CCN(S(=O)(=O)c2cccs2)CC1 | -1%
O=C(NCc1ccco1)C(c1ccc(F)cc1)N(Cc1cccnc1)C(=O)Cn1nnc2ccccc21 (stereo unspecified) | -1%
CCOC(=O)c1ccc(CNC(=O)C(Cc2c[nH]c3ccccc23)NC(C)=O)o1 (stereo unspecified) | -1%

Continuation:
SMILES | AmpC det inh
Cc1cc(Cc2cc(C)cc(C(C)(C)C)c2O)c(O)c(Cc2cc(C)cc(C(C)(C)C)c2O)c1 | -2%[5.75 µM]
COc1ccc(-n2nc(C(=O)NCc3ccco3)c3c4ccccc4n(C)c3c2=O)cc1 | 4%
CCn1c(COc2ccccc2C)nnc1SCC(=O)NCc1ccccc1 | 16%
CCC(C)Sc1nc2c([nH]c3ccccc32)c(=O)n1C (stereo unspecified) | 16%
CN1CCN(S(=O)(=O)c2cccc(C(=O)N(c3ccccn3)C3CCCCC3)c2)CC1 | -2%
Cc1noc(C)c1CSCC(=O)N1CCN(c2ccc(F)cc2)CC1 | 1%
Cc1ccc(C)c2[nH]c(=O)c(CN(CCN3CCCC3)C(=O)Nc3ccc(F)cc3)cc12 | -8%
COc1ccc(C(=O)NC(C)c2nc3ccccc3[nH]2)cc1OC (stereo unspecified) | -6%
CC(C)Oc1ccc(C(=O)N2CCCC2C(=O)O)cc1 (stereo unspecified) | -3%
CCOc1ccc(-c2[nH]ncc2-c2ccc(OC)c(OC)c2)c(O)c1 | -2%
C1CCC(c2nn3c(-c4n[nH]c5c4CCC5)nnc3s2)CC1 | -4%
CCOc1cc(-c2nc3ccccn3c2NCC2CCCO2)ccc1O (stereo unspecified) | 0%
Cc1cc(C)nc(NS(=O)(=O)c2ccc(NC(=O)C3CC(=O)N(c4ccccc4)C3)cc2)n1 (stereo unspecified) | -2%
CCOC(=O)c1c(C)n(OCc2ccccc2)c2ccc3c(no[n+]3[O-])c12 | -3%
CCn1ccnc1C(O)c1ccc(N(C)C)cc1 (stereo unspecified) | 2%
Cc1ccc(C)c(C(=O)NC2CC(C)(C)NC(C)(C)C2)c1 | -6%
Cc1cc(C)c(NC(=O)c2ccc(S(=O)(=O)N(C)C)cc2)c(C)n1 | -4%
CCCN1Cc2cccc(C(=O)Nc3ccc(CN4CCCC4)cc3)c2C1=O | 1%
Cc1ccc(C2c3sc(=O)[nH]c3SC3C(=O)NC(=O)C32)cc1 (stereo unspecified) | -2%
N#Cc1cc(N)c(Nc2ccccc2)cc1C#N | 0%
COc1cccc(OC)c1/C(O)=C(\C#N)c1nc2ccccc2[nH]1 | 1%
Cc1nc(SCC(=O)c2c(C)[nH]c3ccccc23)c2c(=O)n(C)c(=O)n(CC(C)C)c2n1 | 0%
Cc1nc2ccc(N3C(=O)CCC3=O)cc2[nH]1 | -2%
COC(=O)c1ccc(OCC(O)CN2C(=O)NC(C)(C)C2=O)cc1 (stereo unspecified) | 1%
CCOC(=O)NC(=O)CSc1nc2ccc(OCC)cc2[nH]1 | 12%
CCn1c(N2CCN(CC(=O)c3ccc(OC)cc3)CC2)nc2ccccc21 | 10%
NS(=O)(=O)c1ccc(CCNC(=O)C2CCCN2C(=O)OCc2ccccc2)cc1 (stereo unspecified) | 0%
CCCCCNCCCCC | 9%
Cc1cc(N2CCC(C(=O)NC3CCCCC3)CC2)nc(-c2ccccc2)n1 | -2%
CC(C)CCn1c(CN(C)Cc2ccccc2)nc2c1c(=O)n(C)c(=O)n2C | -2%
Cc1cccc(C)c1NC(=O)N1C2CCCC1CC(NC(=O)C(C)(C)C)C2 (stereo unspecified) | 2%
COc1ccc2cc(CN(CCc3ccccc3)Cc3nnnn3CC3CCCO3)c(=O)[nH]c2c1 (stereo unspecified) | 12%

Bioassay records deposited in PubChem by National Center for Advancing Translational Sciences (NCATS).
